# Screens from PubChem BioAssay.
# Nrf2 ARE act = qHTS of Nrf2 Activators; 410,000 tested, 0.31% active; Potency, µM (top dose mostly 46.1 µM), without a hit: at the highest dose activation, hits mostly activators; AREc32 ARE-luciferase reporter (MCF7-derived line), luminescence, 24 h; AID 624171, 2012; note: potency is the fitted concentration of half-maximal effect; % of control where 0% means no effect; nearly all actives have a fitted effect of over 65% in size
#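 Steps: seed AREc32_Fluc cells (1000/well, 5% FBS OPTI-MEM); incubate overnight at 37 deg C; add 23 nL compound; incubate 24 hr; add Steady-Glo; hold 30 min RT; read luminescence.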
# Nrf2 block = Nrf2 qHTS screen for inhibitors | Potency, µM (series often up to 46 µM), inactives show at the highest dose activity change, negative = inhibition, most hits filed as inhibitors | A549 ARE-Fluc reporter, luciferase luminescence, 18-24 h | 360,000 tested, 2.1% active; note: potency is the fitted concentration of half-maximal effect; % is set by controls: 0 for no effect and ±100 for the full control effect; nearly all actives have a fitted effect of over 60% in size
#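 Quantitative HTS in A549 cells stably bearing an antioxidant response element-firefly luciferase construct. Inhibition of Nrf2-driven transcription was scored by luminescence after 18-24 h of compound exposure at 37 °C.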
# HepG2 viability = qHTS for Inhibitors of TGF-b: Cytotox Counterscreen; HepG2 CAGA-GFP viability, ATP luminescence, 18 h; Potency, µM (top dose mostly 46.1 µM), for the others: at the top dose activity change, negative = cytotoxicity, hits mostly cytotoxic; 410,000 tested, 0.76% active; AID 588856, 2011; note: potency is the fitted concentration of half-maximal effect; some results filed as inactive show a strong effect at the top dose
#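 HepG2 CAGA-GFP cells (1000/well, DMEM with 1% FBS) received compound, then TGF-beta at 500 pg/mL final, and were incubated 18 hours at 37 degrees C. Viability was read by CellTiter-Glo luminescence. Media-only wells were set as complete cell-killing and DMSO as no toxicity.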
# EPAC2 agonist = qHTS for Agonist of cAMP-regulated guanine nucleotide exchange factor 4 (EPAC2): primary screen; Rap guanine nucleotide exchange factor 4 (Homo sapiens), Q8WZA2; EPAC2 activation, biochemical qHTS; response scale: 100% = 6.5 mM cAMP response; Potency, µM (titrated, usually from 154 µM), without a hit: top-dose activation, usual class: activators; 360,000 tested, 0.079% active; AID 720711, 2013; note: potency is the fitted concentration of half-maximal effect; nearly all actives have a fitted effect of over 50% in size
# Target sequence (Q8WZA2 whole entry, looked up): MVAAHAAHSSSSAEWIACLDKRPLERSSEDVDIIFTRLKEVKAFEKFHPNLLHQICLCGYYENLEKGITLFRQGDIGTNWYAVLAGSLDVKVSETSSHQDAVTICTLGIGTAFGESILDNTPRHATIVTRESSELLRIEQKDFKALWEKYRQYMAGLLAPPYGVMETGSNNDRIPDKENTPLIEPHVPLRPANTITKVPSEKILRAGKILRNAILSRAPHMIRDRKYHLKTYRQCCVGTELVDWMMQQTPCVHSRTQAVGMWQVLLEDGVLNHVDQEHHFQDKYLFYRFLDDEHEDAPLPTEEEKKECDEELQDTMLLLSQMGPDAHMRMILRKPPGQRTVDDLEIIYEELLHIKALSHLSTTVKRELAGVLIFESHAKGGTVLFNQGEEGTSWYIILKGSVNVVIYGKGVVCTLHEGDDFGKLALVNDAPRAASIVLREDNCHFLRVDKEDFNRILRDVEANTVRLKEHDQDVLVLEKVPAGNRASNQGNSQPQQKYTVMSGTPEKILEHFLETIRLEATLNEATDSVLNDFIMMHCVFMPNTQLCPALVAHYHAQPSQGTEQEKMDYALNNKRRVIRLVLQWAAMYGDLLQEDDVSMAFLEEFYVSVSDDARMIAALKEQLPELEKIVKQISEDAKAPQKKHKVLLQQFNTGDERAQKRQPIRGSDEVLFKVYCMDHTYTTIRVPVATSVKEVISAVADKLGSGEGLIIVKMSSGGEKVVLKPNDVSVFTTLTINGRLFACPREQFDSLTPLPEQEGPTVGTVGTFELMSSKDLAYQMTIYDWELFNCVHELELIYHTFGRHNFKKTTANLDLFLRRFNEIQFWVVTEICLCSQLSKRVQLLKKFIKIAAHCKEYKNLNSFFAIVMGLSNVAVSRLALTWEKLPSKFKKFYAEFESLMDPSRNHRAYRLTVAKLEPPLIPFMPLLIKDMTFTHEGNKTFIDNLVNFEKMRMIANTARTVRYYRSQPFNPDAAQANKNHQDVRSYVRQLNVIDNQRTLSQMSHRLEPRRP
#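 Guanine nucleotide exchange by EPAC2 is measured as reduced fluorescence of BODIPY-GDP once it is released from 250 nM Rap1B. Plates are read kinetically for 30 min at room temperature; results are scaled to 6.5 mM cAMP.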
# ATXN viability = Viability Counterscreen for Primary qHTS for Inhibitors of ATXN expression; S2 cells (HEK-293 line with an ATXN2-luciferase reporter) viability, CellTiter-Fluor protease fluorescence, 24 h; Potency, µM (highest dose often 56.7 µM), most hits filed as cytotoxic; 400,000 tested, 0.49% active; AID 651635, 2014; note: potency is the fitted concentration of half-maximal effect; nearly all actives have a fitted effect of over 40% in size
# A549 tox = Nrf2 qHTS screen for inhibitors: counterscreen for cytotoxicity; A549 ARE-Fluc cells, CellTiter-Fluor viability, 18-24 h; Potency, µM (doses to about 46 µM), for inactives: at the highest dose activity change, negative = cytotoxicity, usual class: inhibitors; 390,000 tested, 0.16% active; AID 504648, 2011; note: potency is the fitted concentration of half-maximal effect; % is set by controls: 0 for no effect and ±100 for the full control effect
#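 A549 ARE_Fluc cells in 5% FBS OPTI-MEM were exposed to compounds in concentration-response for 18-24 h at 37 deg C. Viability was read by CellTiter-Fluor fluorescence (Ex 405/Em 525) after 30 min, before the luciferase read.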
# IL-2 act = qHTS of IL-2 Activators; IL-2 activation reporter assay, cell-based qHTS; stimulated with anti-CD3/CD4/CD28 beads; in transgenic mouse T cells; activation, % (series mostly up to about 46 µM); 360,000 tested, 0.065% active; in the data active = activation above about 50%; inconclusive = mostly about 30% to 49%; note: 0% is about no effect
#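 Unstimulated transgenic mouse T cells preincubated 60 min with compound, then stimulated with anti-CD3/anti-CD4-coated beads plus anti-CD28 for 18 h at 37 degrees C. IL-2 response read as EGFP and DsRed fluorescence by plate cytometry.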
# ATXN2 expr inh = Primary qHTS for Inhibitors of ATXN expression | HEK-293 ATXN2-luciferase reporter, luminescence, 24 h | Potency, µM (titrated, usually from 57 µM), for inactives: at the highest dose activity change, negative = inhibition, hits mostly inhibitors | 360,000 tested, 0.72% active; note: potency is the fitted concentration of half-maximal effect; % is set by controls: 0 for no effect and ±100 for the full control effect; nearly all actives have a fitted effect of over 55% in size
#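 ATXN2-luciferase reporter cells (luciferase flanked by upstream and downstream ATXN2 gene portions) were treated 24 h at 37 °C with compounds at up to 57 uM. SteadyGlo luminescence gave expression; GF-AFC fluorescence gave viability.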
# TGFb SMAD3 inh = qHTS for Inhibitors of TGF-b; HepG2 CAGA-GFP TGF-b/SMAD3 reporter, GFP fluorescence, 18 h; TGF-beta stimulated, 500 pg/mL final; Potency, µM (highest dose often 46.1 µM), for the others: at the highest dose activity, negative = inhibition, most hits filed as inhibitors; 410,000 tested, 1.2% active; AID 588855, 2011; note: potency is the fitted concentration of half-maximal effect; % is set by controls: 0 for no effect and ±100 for the full control effect; nearly all actives have a fitted effect of over 65% in size
#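 HEPG2 CAGA-GFP reporter cells (1000/well, DMEM with 1% FBS) received compounds, then recombinant TGF-beta at 500 pg/mL final for 18 hours at 37 degrees C. Per-cell GFP summed per well was normalised to unstimulated and stimulated DMSO controls before curve fitting.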
# * marks the source's active call; other numbers are inactive results; i = inactive; u = inconclusive; x = not tested or not shown; & = joins results of further samples; [ ] = remark or other dose. Unless noted, calls come from the whole dose curve; as a rule, active = well fitted curve in the direction sought with a large enough effect; inconclusive = small, poorly fitted or top-dose-only effect, or another doubt; inactive = no such curve, though single readings can be large; an effect the other way counts as inactive or inconclusive.
mol	Nrf2 ARE act	Nrf2 block	HepG2 viability	EPAC2 agonist	ATXN viability	A549 tox	IL-2 act	ATXN2 expr inh	TGFb SMAD3 inh
Cc1ccc(S(=O)(=O)Nc2cc3c(cc2N2CCOCC2)n(C)c(=O)n3C)cc1	9.6%	-10%	-9%	x	i	1%	x	7%	12%
NC(=O)[C@@H]1CCCNc2c(I)cc([N+](=O)[O-])cc2C(=O)N[C@@H](CCC(=O)O)C(=O)N[C@@H](CO)C(=O)N1	0.1%	6%	4%	1%	u	-17%	0.1	14%	5%
COC(=O)c1cc2sccc2n1Cc1nc(-c2ccc(Cl)cc2)oc1C	-0.8%&-0.3%	u	3%&0%	-5%	i	2%&9%	-2.9	1%&-5%	-11%&-1%
O=C(O)/C=C/c1ccc(S(=O)(=O)Nc2ccc3[nH]c(=O)[nH]c3c2)cc1	-0.5%	6%	1%	7%	i	0%	-1.5	-8%	4%
O=C(Nc1nc2ccc(F)cc2s1)c1ccc([N+](=O)[O-])o1	3.2µM*	x	-62%	11%	u	x	-1.3	x	5.6µM*
CC(C)C[C@@H]1O[C@H](CCc2ccccc2)CC2=C1C(=O)OC(C)(C)O2	5.5%&6.7%	x	x	-10%&-2%	i	x	-1.2&-1.2	-10%&-10%	x
Cc1nn(-c2ccc(Cl)cc2)c(Cl)c1/C=C(\C#N)C(N)=O	u	15%	-22%	-4%	i	-5%	-1.3	4%	-2%
C=CCc1c(C)nc(SCC(=C)C)[nH]c1=O	-0.2%	-14%	0%	-3%	i	-2%	-1.6	7%	-4%
C=CCN(c1ccccc1C(=O)NCC(=O)O)S(=O)(=O)c1ccc(C)cc1	-1.2%	4%	-1%	4%	i	5%	1.3	-4%	-8%
Cc1ccc(-n2nc3c(=O)n(CC(=O)NCCCc4ccccc4)nc(C)c3c2C)cc1	-0.1%	u	-27%	-9%	i	-5%	0.0	x	u
O=C(Nc1ccc(F)c(Cl)c1)c1csc([C@H]2C[C@H](O)[C@@H](CO)O2)n1	6.9%	x	3%	11%	i	x	1.4	30%	9%
N=c1sccn1CC(=O)Nc1ccc(SC(F)F)cc1	0.5%	u	-37%	13%	i	-12%	-1.0	-21%	u
OC(CCc1cccc(Cl)c1)c1cccs1 (stereo not drawn)	16%	u	-17%	6%	i	2%	0.5	x	-3%
Cc1cc(NC(=O)c2cnc3c(-c4ccccc4)c(C)nn3c2C)ccc1Br	-0.1%	-8%	-3%	x	x	-15%	x	x	11%
COc1ccc(CN(C)C(=O)[C@H]2O[C@@H](n3ccc(N)nc3=O)[C@H](O)[C@@H]2O)cc1OC	-0.4%	x	-18%	7%	i	x	0.9	-8%	-1%
CCCCC(=O)Nc1ccc(C(=O)Nc2nnc(COC)s2)cc1	0.5%	x	9%	10%	i	0%	-0.8	-7%	-1%
O=C(N/N=C/c1ccsc1)C1CC1	2.0%	2%	5%	-1%	x	-4%	-0.7	19%	2%
CCOC(=O)NN1C(=O)c2ccccc2NC1c1ccccn1 (stereo not drawn)	-0.2%	3%	-25%	12%	i	5%	-0.6	-1%	-7%
Cc1ccc(S(=O)(=O)N2CCOCC2)cc1NC(=O)COC(=O)CSc1ccc(Br)cc1C	-0.9%	7%	-16%	14%	i	x	-2.6	14%	-3%
COc1ccc(/C=N/N2C(=O)C3C4C=CC(CC4)C3C2=O)c(OC)c1 (stereo not drawn)	3.2%	u	13%	7%	i	-6%	-1.6	-31%[11.3 µM]	1%
COc1ccc(CCNC(=O)c2ccc(-n3c(C)cc4c3CCCC4)cc2)cc1OC	u	7%	-3%	x	i	5%	x	-31%	-13%
Cc1cc(NC(=O)CCCN2C(=O)/C(=C/c3cccs3)SC2=S)no1	-0.5%[9.22 µM]	u	-3%	8%	u	-3%	0.1	-19%	-12%
O=C(COC(=O)Cn1nnc2ccccc21)Nc1ccccc1Br	-0.4%	1%	8%	0%	i	-7%	-2.8	-12%	6%
O=C(c1cc([N+](=O)[O-])ccc1Cl)N1c2ccccc2Sc2ccccc21	0.1%	u	-30%	3%	i	-19%	-2.9	-12%	u
O=C(Cc1ccccc1)Nc1ccc(N2CCCCC2)cc1	-0.1%	u	-46%	2%	i	2%	-3.3	23%	-6%
Cc1nc(-c2ccccc2)nc2[nH]c(=O)n(-c3ccccc3)c(=O)c12	0.3%	-24%	-18%	-9%	i	-19%	-0.8	25%	-6%
O=C(NCn1ccc(=O)[nH]c1=S)c1ccccc1	-0.2%	x	-5%	-7%	i	1%	-0.4	7%	-22%
Cc1ccc(-c2ccc(/C=N\n3cnnc3)o2)c(Br)c1	3.2%	10%	-25%	6%	i	-2%	-2.5	-18%	-5%
CCN(CCO)C(=S)Nc1cc(S(=O)(=O)N(C)C)ccc1C	0.2%	-6%	-23%	7%	i	-1%	1.9	0%	10%
Cc1cc(C)c(NC(=O)c2cccs2)c(C)c1NC(=O)c1cccs1	-0.4%	u	4%	6%	i	-6%	-0.3	54%[activator]	-9%
O=C(NC12CC3CC(CC(C3)C1)C2)c1ccc(N2CCNCC2)c([N+](=O)[O-])c1	0.4%	21%	5%	-2%	u	-2%	9.2	1%	17%
Cc1ccc(SCC(=O)N2CCN(c3ccccn3)CC2)cc1	-0.3%	0%	-5%	-2%	i	4%	-1.9	18%	-5%
COc1ccc(C(CC(=O)N2CCCC2)c2c(OC)cc(OC)c3c(-c4ccccc4)cc(=O)oc23)cc1 (stereo not drawn)	3.8%	-13%&-8%	-6%&-56%	9%	u	-11%&-15%	-2.0	-23%	u
O=C1C(C=Nc2ccccc2O)=C(O)c2ccccc21	u	u	-14%	-5%	i	-2%[1.84 µM]	-0.7	51%[activator]	-27%
O=C(NC1CCCC1)C1CC(c2ccc(F)cc2)=NO1 (stereo not drawn)	0.5%	1%	5%	6%	i	-8%	-0.6	35%[activator]	-16%
Nc1ccn([C@H]2C[C@H](O)[C@@H](CO)O2)c(=O)n1	-1.1%&0.6%	9%&12%	-1%&6%	-11%&-1%	i	1%&-1%	0.0&0.9	1%&10%	7%&-3%
O=C(CC[C@H]1O[C@@H](n2cnc3c(NC(=O)c4ccccc4)ncnc32)[C@H](O)[C@@H]1O)NCc1ccc2c(c1)OCO2	-0.7%	x	6%	12%	i	x	0.6	8%	3%
Cc1ccccc1NS(=O)(=O)c1ccc(C(=O)NCCCN2CCOCC2)cc1	0.0%	-4%	9%	6%	i	2%	-5.2	-15%	6%
Cc1c(NC(=O)C(C)OC(=O)CNC(=O)c2ccc(C(C)(C)C)cc2)c(=O)n(-c2ccccc2)n1C (stereo not drawn)	-0.2%	9%	1%	2%	i	-7%	-2.4	11%	3%
Cc1ccccc1C(=O)Nc1cccc(NC(=O)c2ncn[nH]2)c1	0.1%	-7%	-2%	12%	i	-6%	0.2	x	6%
CC1CC(C)CN(CCCNC(=O)C2CCC(=O)N2C2CCCC2)C1 (stereo not drawn)	-0.6%	27%	-3%	-2%	i	7%	-1.9	0%	u
CC(C)CC1CC(=O)OC1(C)C(=O)CSc1nc2ccccc2s1 (stereo not drawn)	7.4%	u	-37%	1%	i	0%	1.3	57%[activator]	6%
O=C(c1c(F)cccc1F)N1CCN(CCOc2ccccc2)CC1	0.2%	-25%	9%	5%	i	-5%	0.4	-8%	4%
Cc1nc2c(sc(=S)n2Cc2ccco2)c(=O)n1CC(=O)Nc1ccccc1Cl	-0.2%	5%	-11%	-4%	u	1%	-2.5	-29%	1%
CSCCC(NC(=O)c1ccco1)C(=O)OC(C)C(=O)NC(=O)NC1CCCCC1 (stereo not drawn)	0.0%	21%	7%	-5%	i	-5%	-0.2	7%	-12%

# Laid out differently: entries from further up
O=C(NCn1ccc(=O)[nH]c1=S)c1ccccc1
  Nrf2 ARE act: -0.2%
  Nrf2 block: x
  HepG2 viability: -5%
  EPAC2 agonist: -7%
  ATXN viability: i
  A549 tox: 1%
  IL-2 act: -0.4
  ATXN2 expr inh: 7%
  TGFb SMAD3 inh: -22%

Cc1cc(C)c(NC(=O)c2cccs2)c(C)c1NC(=O)c1cccs1
  Nrf2 ARE act: -0.4%
  Nrf2 block: u
  HepG2 viability: 4%
  EPAC2 agonist: 6%
  ATXN viability: i
  A549 tox: -6%
  IL-2 act: -0.3
  ATXN2 expr inh: 54%[activator]
  TGFb SMAD3 inh: -9%

# (more compounds)
mol	Nrf2 ARE act	Nrf2 block	HepG2 viability	EPAC2 agonist	ATXN viability	A549 tox	IL-2 act	ATXN2 expr inh	TGFb SMAD3 inh
CCn1cc(C(=O)N2CCc3ccccc32)c(=O)c2cc(S(=O)(=O)N(C)C3CCCCC3)ccc21	0.8%	-25%	-34%	-4%	i	-5%	0.4	2%	-21%
Cn1cccc1/C=C1\Cc2ccccc2C1=O	11µM*	22%	-40%	5%	u	-4%	-0.6	x	-36%
COc1cccc(C2NC(=O)NC(C)=C2C(=O)OCCSC)c1OC (stereo not drawn)	-0.6%	-7%	-3%	-24%	i	-5%	0.8	2%	-4%
O=C(CSc1ccc(F)cc1)N1CCOCC1	0.0%	1%	10%	4%	i	9%	0.5	x	-2%
COc1ccc(N(CC(=O)NC2CCCC2)C(=O)CCC(=O)Nc2cc(C)on2)cc1	0.0%	-6%	5%	0%	i	-7%	1.1	17%	-8%
Cc1nn(CCOc2ccccc2)c(=O)n1-c1ccc(Cl)cc1	3.1%	92%	6%	5%	i	-3%	-0.6	38%[activator]	13%
